High-throughput results deposited in PubChem by National Center for Advancing Translational Sciences (NCATS).
HT1080-NT tox: kills 2HG-producing HT-1080-NT fibrosarcoma cells. HT-1080-NT fibrosarcoma viability, CellTiter-Glo ATP luminescence, 48 h. Potency, µM (series often up to 46.1 µM), for the others: top-dose activity, negative = less viability, hits mostly cytotoxic. 360,000 compounds, 1.6% hits;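 note: NT is the 2HG producing partner of a matched IDH1 knockdown line; potency is the fitted concentration of half-maximal effect; 0% = DMSO-treated cells and -100% = media-only wells without cells; nearly all actives have a fitted effect of over 55% in size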
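Toxicity toward the 2HG-producing NT line was scored as %Activity, normalised to DMSO and no-cell wells, from CellTiter-Glo luminescence after 48 hours' treatment.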
D3 ag: D3 dopamine receptor (human) agonism; 410,000 compounds, 0.58% hits; max activation, %; D3R DiscoveRx beta-arrestin cells, luminescence, 90 min; in the data active = max activation above about 30%; note: 0% is about no effect; mostly tested at two doses, the higher about 12 µM
Target sequence (P35462 whole entry, looked up): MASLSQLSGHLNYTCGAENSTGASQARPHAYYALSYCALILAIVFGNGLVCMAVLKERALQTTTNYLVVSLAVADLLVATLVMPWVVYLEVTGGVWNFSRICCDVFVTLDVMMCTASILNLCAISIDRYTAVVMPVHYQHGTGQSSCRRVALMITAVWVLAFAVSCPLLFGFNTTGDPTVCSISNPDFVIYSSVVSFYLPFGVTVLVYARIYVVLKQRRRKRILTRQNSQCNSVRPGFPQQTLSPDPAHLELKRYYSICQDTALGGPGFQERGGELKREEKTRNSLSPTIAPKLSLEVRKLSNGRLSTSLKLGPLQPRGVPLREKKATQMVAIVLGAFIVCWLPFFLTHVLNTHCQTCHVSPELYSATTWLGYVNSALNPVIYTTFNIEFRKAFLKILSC
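Agonist-mode cell screen: cells plated at 1500/well and incubated overnight at 37 °C, then exposed to library compounds for 90 min at 37 °C. Detection reagent was added for 30–60 min at room temperature, and luminescence was read.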
KB-3-1 tox: kills parental KB-3-1 adenocarcinoma cells | 400,000 compounds, 1.4% hits | Potency, µM (highest dose often 46.1 µM), for the others: at the highest dose activity change, negative = cytotoxic, most hits filed as cytotoxic | KB-3-1 viability, CellTiter-Glo ATP luminescence, 72 h; note: potency is the fitted concentration of half-maximal effect; % is set by controls: 0 for no effect and ±100 for the full control effect; nearly all actives have a fitted effect of over 60% in size
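Here the drug-naive KB-3-1 line serves as comparator for MDR sub-line selectivity; cells received compound titrations, 72 h at 37 °C, then CellTiter-Glo readout.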
GLP-1R agonist: GLP-1 receptor (human) agonism; 380,000 compounds, 0.007% hits; P43220; Potency, µM (doses to about 45.6 µM), without a hit: top-dose activation, most hits filed as activators; HEK293 GLP-1R CRE-luciferase, luminescence, 4-6 h; cells express a hypersensitive GLP-1R form; AID 624172; note: potency is the fitted concentration of half-maximal effect; % of control where 0% means no effect
Target sequence (P43220 whole entry, looked up): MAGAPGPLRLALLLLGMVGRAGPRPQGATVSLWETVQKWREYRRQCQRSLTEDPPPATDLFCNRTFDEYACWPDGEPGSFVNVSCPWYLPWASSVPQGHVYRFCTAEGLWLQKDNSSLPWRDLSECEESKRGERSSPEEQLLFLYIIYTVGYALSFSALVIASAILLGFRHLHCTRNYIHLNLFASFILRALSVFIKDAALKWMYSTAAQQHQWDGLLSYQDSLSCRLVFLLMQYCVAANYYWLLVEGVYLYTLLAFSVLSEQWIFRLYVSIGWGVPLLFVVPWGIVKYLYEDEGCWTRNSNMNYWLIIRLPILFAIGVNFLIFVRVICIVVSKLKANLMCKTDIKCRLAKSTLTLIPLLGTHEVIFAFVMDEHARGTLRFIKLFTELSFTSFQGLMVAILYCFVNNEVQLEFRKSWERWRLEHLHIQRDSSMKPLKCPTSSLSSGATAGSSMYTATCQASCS
IL1B secr inh: inflammasome signaling inhibition, IL-1 beta readout | THP-1 LPS/ATP IL-1B secretion, AlphaLISA, 16 h; hits give low values | 360,000 compounds, 4.7% hits | AID 743279 | activity change, % at 57.5 µM; in the data active = activity change below about -50%; inconclusive = mostly about -30% to -49%; note: % is set by controls: 0 for no effect and ±100 for the full control effect
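THP-1 cells pretreated 1 hr with compounds (up to 57.5 uM final), then stimulated with LPS (250 ng/mL final) plus ATP (1.25 mM final); secreted IL-1B measured by AlphaLISA after 16 hr, decreased signal indicating inhibition.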
KB-V1 cytotox: KB-V1 MDR subline cytotoxicity; KB-V1 MDR cells viability, CellTiter-Glo, 72 h; Potency, µM (series often up to 46.1 µM), inactives show at the top dose activity change, negative = cytotoxicity, hits mostly cytotoxic; 400,000 compounds, 3.4% hits; AID 1347076; note: potency is the fitted concentration of half-maximal effect; % is set by controls: 0 for no effect and ±100 for the full control effect; nearly all actives have a fitted effect of over 60% in size
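Cytotoxicity toward P-gp-expressing KB-V1 cells was determined as loss of CellTiter-Glo luminescence after 72 h at 37 degrees C. Compounds were tested in quantitative HTS format across a concentration range, with curves fitted to normalized data.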
D3 antag: blocks the human D3 dopamine receptor. max response, negative = inhibition, %. 360,000 compounds, 2.5% hits. P35462. D3R cells, DiscoveRx beta-arrestin luminescence, antagonist mode; hits give low values; in the data active = max response below about -50%; inconclusive = no clear call, values can overlap the other calls; note: % is set by controls: 0 for no effect and ±100 for the full control effect; mostly tested at two doses, the higher about 12 µM
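Cells expressing the human receptor were seeded at 1500 cells/well, incubated overnight at 37 degrees C in 5% CO2, then exposed to library compounds with dopamine controls for 90 minutes at 37 degrees C before luminescent detection.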
HT1080 IDH1KD tx: toxicity to HT-1080 IDH1 knockdown cells (counter line); Potency, µM (series often up to 46.1 µM), for inactives: at the highest dose activity, negative = toxicity, actives largely listed as cytotoxic; HT-1080 IDH1 knockdown viability, ATP luminescence, 48 h; 360,000 compounds, 2% hits;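 note: potency is the fitted concentration of half-maximal effect; 0% = DMSO wells and -100% = cell-free medium wells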
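Cytotoxicity counter-line: IDH1KD HT-1080, 48 h, CellTiter-Glo. Curves classed by r2, magnitude and activity.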
SW480 rerep: induces DNA re-replication in SW480 colon adenocarcinoma cells | Potency, µM (doses to about 46.1 µM), for the others: top-dose re-replication activation, hits mostly activators | 340,000 compounds, 1.8% hits | SW480 DNA re-replication, Hoechst DNA content imaging, 48 h | AID 624297; note: potency is the fitted concentration of half-maximal effect; % of control where 0% means no effect; nearly all actives have a fitted effect of over 55% in size
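SW480 cells exposed to compounds for 48 hr at 37 C, 5% CO2, then Hoechst-stained 40 min. Nuclear DNA content imaged by fluorescence scanning (405 nm excitation, 500-530 nm emission); re-replication scored as increased high-intensity nuclei.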
* hit, by the source's call; ? = inconclusive; / = not tested or not shown; [ ] = another dose, or the depositor's remark. Unless noted, calls come from the whole dose curve; as a rule, active = well fitted curve in the direction sought with a large enough effect; inconclusive = small, poorly fitted or top-dose-only effect, or another doubt; inactive = no such curve, though single readings can be large; an effect the other way counts as inactive or inconclusive.

SMILES	HT1080-NT tox	D3 ag	KB-3-1 tox	GLP-1R agonist	IL1B secr inh	KB-V1 cytotox	D3 antag	HT1080 IDH1KD tx	SW480 rerep
C[C@H](CO)N1C[C@H](C)[C@@H](CN(C)C(=O)Nc2ccc3c(c2)OCO3)Oc2ccc(NC(=O)CCN3CCOCC3)cc2C1=O	10%	-10	5%	5%	13	-3%	0	-1%	-2%[9.22 µM]
Cc1cc(N2CCN(C(C(=O)NC3CCCC3)C(C)(C)C)CC2)c2ccccc2n1 (stereo not drawn)	?	3	-22%	/	-7	?	14	?	/
CCN(C[C@H]1N[C@@](Cc2ccccc2)(C(=O)OC)[C@H]2C(=O)N(Cc3ccccc3)C(=O)[C@@H]12)S(=O)(=O)c1ccccc1	4%	-14	0%	4%	-13	0%	-72*	7%	-17%
N#CCCC(CCC#N)(CCC#N)c1cc[n+](CCc2ccccn2)cc1	0%	-2	19%	-1%	-4	?	16	4%	-6%
COc1ccccc1C1=Nc2cccc3cccc(c23)N1	-24%	-19	1%	0%	-26	?	-21	?	3%
CCOC(=O)C1CCN(S(=O)(=O)c2cn(C)cn2)CC1	19%	-2	-10%	-3%	15	13%	13	22%	-13%
CCc1ccc(C(O)c2ncc(-c3ccc(C(F)(F)F)cc3)[nH]2)cc1 (stereo not drawn)	-21%	0	-1%	8%	-7	-8%	-25	7%	/
Cc1ccc(F)cc1NC(=O)N1CCNC(=O)C1CC(=O)Nc1cc(Cl)ccc1Cl (stereo not drawn)	-12%	-2	14%	4%	?	-12%	1	3%	-3%
CC(=O)Nc1cc(C)c(S(C)(=O)=O)c(C)c1	6%	-4	6%	20%	-1	-2%	-26	12%	-61%
CCn1cnc2cc(NCc3ccc(C)cc3)ccc21	-1%	2	-8%	16%	-57*	?	5	-20%	-2%
Cc1ccc(-c2nnn(CC(=O)N(c3ccccc3F)C(C(=O)NC3CCCC3)c3ccco3)n2)o1 (stereo not drawn)	0%	-38	5%	2%	-11	0%	-23	-18%	13%
COc1ccc(Cc2nnc(SCC(=O)NCCc3ccccc3)o2)cc1	20%	2	10%	-8%	18	-8%	-7	7%	-11%
CC(C)n1ncc2c(C(=O)N3CCN(Cc4cccs4)CC3)cc(C3CC3)nc21	-9%	-2	-15%	-2%	-7	-27%	-23	-12%	/
O=C(CN(CCO)c1ccccc1)Nc1ccc(Cl)c(S(=O)(=O)N2CCOCC2)c1	7%	-4	-2%	7%	8	0%	0	-26%	-6%
CN(C)S(=O)(=O)c1ccc(S(=O)(=O)NC2CCOC(C)(C)C2)cc1 (stereo not drawn)	12%	10	-6%	-6%	0	6%	31	8%	0%
CCCn1c(=O)c(C(=O)NCc2ccncc2)c(O)c2ccccc21	1%	-4	-18%	7%	27	-23%	-6	13%	-2%
COc1cccc(CC(=O)Nc2nc(-c3ccc(F)c(F)c3)cs2)c1	-1%	13	-1%	0%	?	-13%	15	-3%	14%
C1=C(CCNCC2CC2)CCCC1	1%	-8	23%	-6%	1	-5%	14	2%	-4%
COc1ccc(C)cc1S(=O)(=O)NCC(c1ccco1)N1CCc2ccccc2C1 (stereo not drawn)	1%	-23	-2%	1%	-10	?	?	-5%	0%
Cc1cc(Cl)ccc1NC(=S)NCCCN1CCCC1=O	23%	3	9%	0%	7	-5%	-5	13%	-2%
O=C(Nc1ncccc1O)c1ccc2c(c1)OCCO2	-9%	3	4.1µM*	-11%	12	?	6	-3%	18%
Cc1n[nH]c(C)c1S(=O)(=O)N1CCC(C(=O)O)CC1	14%	0	-1%	-3%	19	28%	15	20%	-7%
CC(C)c1ccc(S(=O)(=O)NCc2ccc3c(c2)OCO3)cc1	4%	3	0%	0%	-1	0%	-9	-18%	2%
CCOc1ccccc1Oc1c(C)oc2cc(OC(=O)c3ccco3)ccc2c1=O	-2%	3	12%	5%	0	19%	1	-27%	-2%
CCN(CC)C(=O)C1=C(C)N(CCCN2CCCC2=O)C(=O)C(CC(=O)NC2CC2)C1 (stereo not drawn)	-2%	-10	-4%	-2%	3	-13%	-24	4%	/
Cc1cc(C(=O)NCc2ccccc2Cl)n(-c2ccccc2)n1	0%	4	-1%	1%	0	-12%	1	0%	2%
O=c1[nH]cc(S(=O)(=O)Nc2ccc3c(c2)OCO3)c(=O)[nH]1	-3%	15	-6%	3%	-11	29%	14	-2%	?
O=C(Nc1ccc2c(c1)OCCO2)C(c1ccnc2ccccc12)N1CCN(C/C=C/c2ccccc2)CC1 (stereo not drawn)	?	-9	?	-5%	0	?	-11	15µM*	/
CCCn1c(SCC(=O)Nc2nc(C)c(C(=O)OC)s2)nnc1C(C)C	2%	1	-2%	3%	12	-19%	-8	7%	-1%
COc1ccc(CNC(=O)[C@]2(C)CCC[C@@]3(C)C4CC[C@@]5(C)C[C@]4(CCC32)CC5=O)cc1 (stereo partly drawn)	-7%	7	-16%	-2%	0	17%	39	-6%	-3%[9.22 µM]
CCCCC[C@@H](C)N1C[C@H](COCc2ccccc2)Oc2cc(N3CCC[C@@H]3COC)ccc2S1(=O)=O	2%	9	-4%	10%	-2	24%	46	-4%	/
Cc1ccc(NC(=O)CN2c3cccc4cccc(c34)S2(=O)=O)cc1S(=O)(=O)N1CCOCC1	-4%	-8	?	3%	14	3.7µM*	-18	-10%	?
O=C(CN1CCCCCC1)OCCN=C1NS(=O)(=O)c2ccccc21	19%	4	-11%	2%	-20	?	-14	7%	-8%
COc1ccc(NC(=O)C23CC4CC(CC(Cl)(C4)C2)C3)cc1S(=O)(=O)N1CCOCC1	0%	1	14%	12%	3	-15%	-4	2%	-3%
Cn1c(=O)oc2cc(S(=O)(=O)Nc3ccccc3)ccc21	1%	11	-4%	1%	12	-4%	6	-2%	-2%
CC(=O)c1sc(NS(=O)(=O)c2ccc(C)cc2)nc1C	-3%	-3	-7%	1%	14	?	-19	-5%	-6%
OCC(O)CNC(=S)NC1CCCCC1 (stereo not drawn)	21%	4	7%	1%	10	8%	8	12%	-1%
CCC(C)C(=O)Nc1nnc(-c2cccs2)s1 (stereo not drawn)	28%	3	28%	10%	-13	-29%	4	21%	-3%
CC1CN(c2cnn(C(C)C)c(=O)c2Cl)CC(C)O1 (stereo not drawn)	-1%	-6	26%	-3%	-17	-6%	-2	-1%	-15%
O=C(Nc1ccc(C(=O)N2CCC(N3CCOCC3)CC2)cc1)c1ccc(Br)o1	13%	7	18%	-6%	-2	25%	15	18%	9%[9.22 µM]
Cc1ccc2c(c1)C1(SCCS1)C(=O)N2	-7%	3	?	1%	38	?	32	?	?
Cc1ccc(C)c(NC(=O)CCC(=O)N2CCOc3ccccc32)c1	0%	-6	8%	-8%	-13	3%	-10	3%	-3%
CCCCNc1nc2ccccc2nc1NS(=O)(=O)c1ccc(F)cc1	-18%	11	-8%	-2%	6	?	5	-12%	0%
S=C(c1nc2ccccc2[nH]1)N1CCOCC1	6%	0	13%	0%	-11	-3%	4	-9%	-24%
COC(=O)c1cn(NC(=O)C2CCCCC2)c(=O)c2ccccc12	-4%	-5	4%	5%	-19	-3%	10	-2%	1%

2 entries from above, with each value named:
COc1ccc(NC(=O)C23CC4CC(CC(Cl)(C4)C2)C3)cc1S(=O)(=O)N1CCOCC1
  HT1080-NT tox: 0%; D3 ag: 1; KB-3-1 tox: 14%; GLP-1R agonist: 12%; IL1B secr inh: 3; KB-V1 cytotox: -15%; D3 antag: -4; HT1080 IDH1KD tx: 2%; SW480 rerep: -3%
Cn1c(=O)oc2cc(S(=O)(=O)Nc3ccccc3)ccc21
  HT1080-NT tox: 1%; D3 ag: 11; KB-3-1 tox: -4%; GLP-1R agonist: 1%; IL1B secr inh: 12; KB-V1 cytotox: -4%; D3 antag: 6; HT1080 IDH1KD tx: -2%; SW480 rerep: -2%

Additional compounds follow.
SMILES	HT1080-NT tox	D3 ag	KB-3-1 tox	GLP-1R agonist	IL1B secr inh	KB-V1 cytotox	D3 antag	HT1080 IDH1KD tx	SW480 rerep
CCc1nc2ccc(C(=O)NCCCN(C)C)cn2c1N(C)Cc1ccc(OC)cc1	?	-24	-10%	2%	?	?	-19	?	/
CC(=O)N1CCC(=NNc2ccc(S(N)(=O)=O)cc2[N+](=O)[O-])CC1	?	-5	?	10%	11	-2%	4	-28%	-18%
COC(=O)C1C(=O)c2c([nH]c(C(=O)OCCOC(C)C)c2C)CC1C (stereo not drawn)	4%	3	9%	3%	-1	-15%	37	5%	-10%
NC(=O)c1cc(C(=O)c2ccc(Cl)cc2Cl)c[nH]1	1%	0	-15%	-4%	?	?	2	-7%	-9%
O=C(Cc1cccs1)Nc1nnc(SCC(=O)NC2CCCCC2)s1	9%	-5	?	-1%	1	-14%	-12	4%	0%
CN(C)/C=C1\N=C(c2ccc3c(c2)OCO3)OC1=O	22%	2	-15%	-12%	-9	-11%	8	18%	-3%
Cc1cc(C)c(NC(=O)C(C)OC(=O)c2cc(Br)c(Br)s2)c(C)c1 (stereo not drawn)	7%	14	14%	3%	21	18%	1	1%	-11%
Cc1noc(C)c1NC(=O)Nc1ccc2c(c1)C(=O)N([C@H](C)CO)C[C@H](C)[C@@H](CN(C)S(C)(=O)=O)O2	1%	1	-17%	1%	23	-20%	-4	-3%	-3%
O=C(/C=C/c1ccccc1)c1ccc2c(c1)OCCCCO2	5%	-8	-25%	-7%	-78*	-1%	?	12%	?
N#Cc1c(-c2ccc(Cl)cc2)c(-c2ccc(Cl)cc2)nn(CCOC(=O)CCC(=O)O)c1=O	5.2µM*	1	2.3µM*	11%	13	7.3µM*	6	7.3µM*	?
CCNC(=O)C1(C)CCCN(C(=O)c2nc3ccccc3s2)C1 (stereo not drawn)	21%	4	0%	-5%	-8	1%	12	0%	/
N#Cc1ccccc1OCC(=O)NC1CCCCC1	-3%	-11	-6%	-1%	5	3%	-8	-2%	0%

Quoted from the listing.
O=C(/C=C/c1ccccc1)c1ccc2c(c1)OCCCCO2 in HT1080 IDH1KD tx is entered as 12%
CN(C)/C=C1\N=C(c2ccc3c(c2)OCO3)OC1=O in KB-V1 cytotox is entered as -11%
COC(=O)C1C(=O)c2c([nH]c(C(=O)OCCOC(C)C)c2C)CC1C (stereo not drawn) in SW480 rerep is entered as -10%
